Source: PubChem (several laboratories)
ABHD4 inh: inhibitors of mouse ABHD4. inhibition, % at 8.92 µM. actives 0.54% (n = 370,000). purified mABHD4, FP-Rh probe fluorescence polarization. Q8VD66;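 active means inhibition exceeding the mean over every tested compound plus 3 SD, cut at about 30% in these data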;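 further: 0% = plate median of compound wells and 100% = S159A mutant with DMSO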
Target sequence (Q8VD66 whole entry, looked up): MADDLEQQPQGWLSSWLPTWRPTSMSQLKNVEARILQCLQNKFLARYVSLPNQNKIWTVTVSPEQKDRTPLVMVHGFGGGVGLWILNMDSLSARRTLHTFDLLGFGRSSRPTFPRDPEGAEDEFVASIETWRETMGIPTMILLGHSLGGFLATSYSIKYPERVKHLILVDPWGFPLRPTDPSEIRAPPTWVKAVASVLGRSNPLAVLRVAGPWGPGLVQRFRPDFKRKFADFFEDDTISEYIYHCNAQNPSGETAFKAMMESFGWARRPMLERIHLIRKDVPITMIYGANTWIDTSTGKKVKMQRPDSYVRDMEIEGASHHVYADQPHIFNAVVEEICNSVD
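System: mouse ABHD4 enzyme, wild type / Medium: HEPES pH 7.0, NaCl, Pluronic buffer / Reagent: FP-Rh activity-based fluorescent probe / Control set: S159A mutant high control, sample median low control / Detection: fluorescence polarization with parallel and perpendicular emission, 525/598 nm / Schedule: 45 min + 60 min at 25 °C / Compound dosing: 8.92 µM, single dose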
HTRA1 inh: blocks human HTRA1 serine peptidase | actives 0.5% (n = 340,000) | recombinant HTRA1, FP-rhodamine activity-based probe, fluorescence polarization | Q92743 | inhibition, % at 5.96 µM | AID 504803; in the data active means inhibition above about 36%;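 further: 0% = enzyme with DMSO and 100% = wells lacking enzyme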
Rev-erbA mod: Rev-erb alpha (human) modulation; P20393; Rev-erbα–FITC-DNA binding, fluorescence polarization, 90 min; activity, % at 10 µM; actives 0.79% (n = 370,000);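 active means activity above about 14%, limit read from the data; passing the limit was not always enough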;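 further: 0% = DMSO wells with 35 nM protein and 100% = DMSO wells with 750 nM protein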
PRMT1 FP inh: PRMT1 (human) inhibition, primary screen; actives 1.3% (n = 370,000); Q99873; inhibition, % at 2.79 µM; recombinant PRMT1, activity-based probe fluorescence polarization;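 active means inhibition above about 21% made by adding two undisclosed values, limit read from the data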
Target sequence (Q99873 whole entry, looked up): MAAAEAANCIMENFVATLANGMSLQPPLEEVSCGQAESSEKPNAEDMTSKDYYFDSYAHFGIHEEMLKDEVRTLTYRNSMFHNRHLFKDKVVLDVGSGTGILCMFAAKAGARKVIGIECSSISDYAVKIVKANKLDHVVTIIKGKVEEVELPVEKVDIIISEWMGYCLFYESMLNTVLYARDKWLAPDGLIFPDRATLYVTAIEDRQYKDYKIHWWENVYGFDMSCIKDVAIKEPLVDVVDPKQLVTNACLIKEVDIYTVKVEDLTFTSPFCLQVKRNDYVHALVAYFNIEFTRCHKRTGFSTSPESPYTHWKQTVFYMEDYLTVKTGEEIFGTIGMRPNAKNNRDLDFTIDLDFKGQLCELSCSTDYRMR
TCR CD3 inh: human TCR-CD3 binding inhibition; AID 651800; inhibition, % at 9.4 µM; actives 0.37% (n = 360,000); TAMRA-labeled TCR probe fluorescence, biochemical; in the data active means inhibition above about 19%;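 further: recombinant mutant TCR 2C K166C tagged with TAMRA read by polarization; 0% = receptor in buffer alone and 100% = receptor with positive control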
LEDGF integ inh: blocks HIV-1 LEDGF/p75-dependent DNA integration | TR-FRET IN-LEDGF/p75 DNA integration, Eu/Cy5 | inhibition, % at 3.7 µM | actives 0.64% (n = 370,000) | AID 743269;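 active means inhibition above the screen-wide mean plus 3 SD, cut at about 13% in these data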;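 further: signal is the Cy5 over europium emission ratio at 671 and 618 nm; 0% = plate median of compound wells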
SIAE primary: blocks human sialic acid acetylesterase; inhibition, % at 9.66 µM; actives 0.69% (n = 370,000); SIAE FP-Rh probe binding, fluorescence polarization;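 active means inhibition above a cutoff: mean of compounds within the control limits plus 3 SD of those, cut at about 17% in these data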;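 further: 0% = plate median of compound wells and 100% = probe without SIAE protein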
rCAG RNA binder: binds r(CAG) RNA repeats. r(CAG) RNA repeat, TO-PRO-1 dye displacement fluorescence. inhibition, % at 3 µM. actives 1.3% (n = 370,000). AID 651821;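 active means inhibition above the plate cutoff, the mean of all test compounds on that plate plus 3 SD, cut at about 35% in these data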;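 further: 0% = DMSO alone and 100% = 100 µM mitoxantrone as full dye displacement; higher means more dye released from RNA so lower well fluorescence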
TDP2 inh: blocks human TDP2 phosphodiesterase activity. actives 0.34% (n = 370,000). recombinant TDP2, T5PNP hydrolysis, p-nitrophenol absorbance 415 nm. AID 720702. inhibition, % at 12.8 µM;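 active means inhibition above the mean of all tested compounds plus 3 SD, set per campaign, cut at about 25% in these data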;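 further: 0% = DMSO with enzyme and 100% = buffer with substrate but no TDP2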
Target sequence (O95551 whole entry, looked up): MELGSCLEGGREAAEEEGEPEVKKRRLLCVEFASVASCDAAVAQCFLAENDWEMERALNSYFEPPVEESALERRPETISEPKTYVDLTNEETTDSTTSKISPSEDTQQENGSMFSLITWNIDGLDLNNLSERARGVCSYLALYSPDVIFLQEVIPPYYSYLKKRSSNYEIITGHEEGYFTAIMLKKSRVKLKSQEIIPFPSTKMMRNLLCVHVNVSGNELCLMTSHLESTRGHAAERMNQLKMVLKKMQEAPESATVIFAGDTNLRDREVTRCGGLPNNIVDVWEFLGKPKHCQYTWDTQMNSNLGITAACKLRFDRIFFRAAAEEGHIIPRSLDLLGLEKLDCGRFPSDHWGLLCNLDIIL
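Test system: human TDP2 enzyme; Input: 120 nM TDP2 per well; Buffer or medium: Mg2+-containing Tris-HCl buffer, pH 7.5; Reagent: 5 mM T5PNP; Dosing: 12.8 µM single point, 1% DMSO; Incubation: reaction 2 h, 37 °C; Detection: p-Nitrophenol epi absorbance; Read-out: % inhibition relative to enzyme-containing and enzyme-free wells; Replicates: single well per compound.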
PG9 Ab binder: binds the HIV-1 gp120 antibody PG9; inhibition, % at 6.7 µM; TR-FRET gp120-PG9 antibody binding; actives 0.43% (n = 360,000); in the data active means inhibition above about 8.5%
Active calls of the source: *; . = no result given. The list is partial (hit frequency here may not be typical).

SMILES | ABHD4 inh | HTRA1 inh | Rev-erbA mod | PRMT1 FP inh | TCR CD3 inh | LEDGF integ inh | SIAE primary | rCAG RNA binder | TDP2 inh | PG9 Ab binder
CC(C)(C)c1cccc(C2(O)C(=O)c3ccccc3C2=O)c1O | 1 | -4 | -1 | -2 | -2 | -1 | -1 | -5 | 5 | -0.8
Cc1nc(-c2ccc(Cl)cc2)sc1C1(C)CC(c2ccccc2F)=NO1 (stereo not given) | -3 | -9 | 1 | 1 | 6 | 0 | -5 | 1 | 4 | -1.3
Cc1nc2sc(C(c3ccco3)N3CCOCC3)c(O)n2n1 (stereo not given) | 2 | -2 | 6 | 50* | -8 | 11 | 0 | 13 | 1 | -0.4
O=C(CC1S/C(=N/N=C2CCCCCC2)NC1=O)Nc1ccccc1F (stereo not given) | -4 | 4 | 3 | 13 | -3 | 0 | 3 | 7 | -12 | 2.6
O=c1cc(CN2CCN(c3cccc(Cl)c3)CC2)c2cc(O)c(-c3ccccc3)cc2o1 | 9 | -4 | 9 | -1 | 2 | 3 | -9 | 4 | -8 | 0.3
O=S(=O)(Nc1nc2ccc(S(=O)(=O)N3CCCCC3)cc2s1)c1ccccc1 | -11 | -8 | -2 | 4 | 4 | 2 | -7 | 72* | 4 | -1.8
Cc1cccc2sc(NC(=O)CSc3cn[nH]n3)nc12 | -13 | 0 | 4 | -1 | -1 | -1 | -7 | 2 | -1 | -2.9
COc1ccc(-c2csc(NC(=O)CSc3nnnn3C)n2)c(OC)c1 | 0 | 3 | -2 | -3 | 4 | -1 | -8 | 6 | -8 | 0.3
CCCCC(c1nnnn1CCOC)N1CCN(c2cccc(OC)c2)CC1 (stereo not given) | 1 | -7 | -4 | -2 | 2 | -1 | 9 | -4 | 12 | -2.7
NC(=O)NC(=O)COC(=O)c1ccccc1Oc1ccccc1 | -2 | -5 | 2 | 0 | 1 | -3 | 0 | -4 | 2 | -1.8
CCn1c(SCC(=O)NCc2cccs2)nc2c1c(=O)n(C)c(=O)n2C | -2 | 0 | 4 | 1 | -4 | -7 | -6 | -6 | 0 | -1.2
O=C(NCc1ccco1)c1ccc(-c2ccc(Cl)cc2)o1 | -26 | -18 | -6 | -4 | 8 | 0 | -1 | -1 | -18 | -1.4
COC(=O)c1ccc(Cl)c(NC(=O)CN2CCN(C)CC2)c1 | -2 | 1 | -1 | -4 | -2 | -3 | 6 | -8 | 4 | -0.1
COCCCNC(=O)c1ccc(S(=O)(=O)c2ccc(Cl)cc2)c(NC(C)=O)c1 | 2 | 5 | 3 | 0 | 1 | 0 | -9 | 3 | -3 | 0.5
NS(=O)(=O)c1ccc(CCNC(=O)c2ccccc2[N+](=O)[O-])cc1 | -7 | 2 | 0 | 2 | 7 | 1 | 0 | 2 | 2 | -4.3
COc1ccc(C2=NN(C(=O)CN3CCCCC3)C(c3ccc(C)cc3)C2)cc1 (stereo not given) | -3 | -2 | -1 | -4 | 1 | 4 | -8 | -7 | -1 | 0.2
CC(Nc1cccc([N+](=O)[O-])c1)C(=O)Nc1ccc(S(=O)(=O)N2CCCC2)cc1 (stereo not given) | -14 | -31 | 3 | 0 | 12 | 4 | -7 | 5 | -2 | -2.4
CCCCOP(=O)(c1ccc(N(C)C)cc1)C(O)c1cccnc1 (stereo not given) | 3 | 2 | 1 | -2 | 7 | -2 | 7 | -6 | 8 | -1.9
CSc1ccc(C2C(C#N)=C(N)Oc3cc4c(cc32)OCO4)cc1 (stereo not given) | 7 | 6 | -1 | 9 | 2 | 13 | -1 | 13 | -12 | -1.5
Cc1ccc(NC(=O)C2CCN(C(=O)c3ccco3)CC2)cc1C | 2 | -2 | 2 | -4 | 6 | 1 | -3 | -3 | -5 | -0.2
C[C@H]1CN=C(N(C)C)N1CCc1ccccc1 | 7 | 14 | -1 | -1 | 1 | 1 | -4 | -2 | 1 | -0.1
O=C1CCC(CCC(=O)N2CCCC(C(=O)c3ccc4c5c(cccc35)CC4)C2)=NN1 (stereo not given) | 2 | 1 | -2 | -1 | 3 | -2 | 5 | -7 | -4 | 0.5
CCc1ccc(S(=O)(=O)Nc2ccc(N3CCN(C)CC3)cc2)cc1 | 4 | 4 | -3 | 2 | -6 | 1 | 2 | 1 | 2 | 2.0
CCCOc1ccc(C(=O)N/N=C/c2ccc(-c3ccc(S(=O)(=O)Nc4ncccn4)cc3)o2)cc1 | -11 | -31 | 0 | 4 | 3 | 2 | -5 | 54* | -4 | -6.6
CCOC(=O)[C@]12CCCC=C1N(CCCOC)C(=O)[C@@H]2CC(=O)NCCCN1CCCC1=O | -4 | . | 2 | -3 | . | 2 | -2 | -1 | 1 | .
The list goes on:
SMILES | ABHD4 inh | HTRA1 inh | Rev-erbA mod | PRMT1 FP inh | TCR CD3 inh | LEDGF integ inh | SIAE primary | rCAG RNA binder | TDP2 inh | PG9 Ab binder
Cn1cc(C(=O)c2cccc(Cl)c2Cl)cc1C#N | 6 | -6 | -1 | -2 | 1 | -2 | -2 | -3 | 8 | -0.6
O=C(O)C(Cc1ccccc1)NC(=O)C(c1ccccc1)c1ccccc1 (stereo not given) | 0 | 5 | -3 | -3 | -4 | 0 | 1 | 6 | 4 | -0.1
O=C(Nc1ccc(F)cc1)C1CCCCC1 | 6 | -3 | 3 | -1 | 4 | -2 | 2 | 1 | 3 | 0.5
Cc1ccc(C)c(N2CC(C(=O)O)CC2=O)c1 (stereo not given) | -2 | -5 | 5 | -3 | 0 | 7 | -2 | -3 | -5 | -0.5
COc1cc(/C=N/NC(=O)C(C)Nc2n[nH]c(=O)[nH]c2=O)cc(OC)c1O (stereo not given) | -2 | 3 | -4 | -3 | 5 | -5 | 2 | 2 | 0 | -5.1
Cc1ccc(Cc2c(-c3ccccc3)nc3cc(C)c(Br)c(C)n23)cc1 | 0 | . | 5 | -2 | 3 | 5 | -2 | 5 | 2 | 0.5
N#Cc1ccc(C(=O)N(Cc2ccco2)c2c(N)n(Cc3ccccc3)c(=O)[nH]c2=O)cc1 | -2 | 6 | -10 | -1 | 2 | 2 | -1 | 5 | 0 | -2.1
COC(=O)c1cc(OC)c(OC)cc1NC(=O)Nc1cccc(C(C)=O)c1 | 2 | 2 | 2 | 3 | -3 | -8 | -1 | -2 | 5 | -2.0
O=C(c1ccc(Cl)cc1)N1CCC(Oc2cccnc2)CC1 | 4 | . | -2 | -4 | . | -1 | 10 | 0 | 5 | .
O=c1nc(-c2ccccc2)c2ccccc2[nH]1 | 7 | 2 | -4 | 1 | 14 | 6 | 3 | -1 | -2 | 1.5
CC1(C)COC(c2coc3ccccc3c2=O)OC1 | 4 | 2 | -1 | 1 | 3 | 0 | 1 | -3 | 5 | -1.4
O=C(NNC(=O)c1ccc(Cl)cc1Cl)Nc1ccccc1 | 2 | 0 | -8 | 0 | 0 | -2 | 1 | 3 | 4 | -1.7
CCOc1ccccc1/C=C\c1nc(O)c([N+](=O)[O-])c(=O)[nH]1 | -4 | -1 | 2 | -2 | 3 | -1 | -3 | 3 | 14 | -2.0
COc1ccc(NC(=O)NCc2ccncc2)c(OC)c1 | -2 | 6 | -2 | 4 | -4 | -1 | -1 | 0 | -9 | 2.8
CCNC(=O)/C(C#N)=C/c1c(N(Cc2ccccc2)Cc2ccccc2)nc2ccccn2c1=O | 6 | -44 | -1 | 2 | 3 | -5 | 4 | 2 | 2 | 1.1
Cc1cc(C)nc(NS(=O)(=O)c2ccc(NC(=O)Nc3ccccc3F)cc2)n1 | -10 | . | 3 | -2 | -3 | 2 | -11 | 11 | -7 | -0.4
O=C(Nc1ccc2c(c1)OCO2)c1cccs1 | 2 | 2 | 5 | -3 | 3 | -4 | 2 | 1 | 9 | -0.6
N#Cc1ccc(Cn2ccc3ccc(-c4ccc5ccn(C(=O)c6ccccc6)c5c4)cc32)cc1 | -5 | . | 5 | 0 | . | -1 | -13 | 16 | 4 | .
COc1ccc(CC(N)c2csc(NC(=O)NCCc3ccccc3)n2)cc1 (stereo not given) | -1 | . | 7 | -3 | 5 | 6 | 4 | 15 | -5 | -0.1
O=C(/C=C/c1cccs1)NC1CCCC1 | 3 | 1 | -4 | -1 | 3 | 0 | 4 | 1 | -11 | -3.6
COc1ccc(C2=NOC(C(=O)N(C)Cc3ccccc3)C2)cc1 (stereo not given) | 0 | -3 | -2 | 2 | -4 | -4 | 1 | -6 | 5 | -0.9
CCNC(=O)N1CCCC(C(=O)c2ccc(C(F)(F)F)cc2)C1 (stereo not given) | -2 | -1 | 0 | 5 | 2 | 3 | -6 | -3 | -15 | -0.6
Cc1ccc(-n2nc(C)c3c(C)c(CCC(=O)NC(C)c4ccccc4)c(C)nc32)cc1 (stereo not given) | -5 | -2 | 11 | 3 | -4 | -7 | -3 | 0 | 0 | 2.6
COc1ccc(CN(C)Cc2nc(Cc3cccc(F)c3)no2)c2cccnc12 | -5 | 3 | -4 | -1 | 1 | 9 | -2 | -10 | -4 | -1.8
CC(C)[C@@H]1NC(=O)[C@H]2C[C@@]3(C)c4ccccc4N[C@H]3N2C1=O | 11 | . | 7 | 5 | . | -5 | -4 | 7 | -1 | .

Three entries from above, with two lines to a compound.
Every second line gives: ABHD4 inh, HTRA1 inh, Rev-erbA mod, PRMT1 FP inh, TCR CD3 inh, LEDGF integ inh, SIAE primary, rCAG RNA binder, TDP2 inh, PG9 Ab binder
CC1(C)COC(c2coc3ccccc3c2=O)OC1
 : 4, 2, -1, 1, 3, 0, 1, -3, 5, -1.4
O=C(NNC(=O)c1ccc(Cl)cc1Cl)Nc1ccccc1
 : 2, 0, -8, 0, 0, -2, 1, 3, 4, -1.7
CCOc1ccccc1/C=C\c1nc(O)c([N+](=O)[O-])c(=O)[nH]1
 : -4, -1, 2, -2, 3, -1, -3, 3, 14, -2.0

(continued)
SMILES | ABHD4 inh | HTRA1 inh | Rev-erbA mod | PRMT1 FP inh | TCR CD3 inh | LEDGF integ inh | SIAE primary | rCAG RNA binder | TDP2 inh | PG9 Ab binder
CCN(CC)C(=O)[C@H]1CC(CC(=O)NC(C)(C)C)C(=O)N2CCc3c([nH]c4ccccc34)[C@]12C (stereo not given in full) | 1 | 4 | 5 | 2 | -4 | -2 | -1 | -4 | 3 | 0.6
Cc1ccc(N)c2c1OCCC2=O | 8 | -3 | -9 | 1 | -3 | 0 | 3 | -2 | 0 | -0.9
CCN1CCN(c2cc(C)c3cc(NC(=O)c4cccnc4Cl)ccc3n2)CC1 | 5 | 0 | 0 | 1 | -3 | 1 | -1 | -6 | -7 | 0.5
C/C(=N\NC(=O)c1ccc(O)cc1)c1ccc2c(c1)OCCO2 | -2 | -4 | 5 | 1 | 5 | 2 | -2 | 1 | 11 | -0.6
CC1=[N+](CC(=O)c2ccccc2)CCn2cccc21 | -2 | . | 0 | 9 | -6 | 0 | 3 | 6 | -4 | -1.4
CN(C)S(=O)(=O)c1cccc(C(=O)Nc2ccccc2Cl)c1 | -2 | 6 | 2 | -2 | 2 | -3 | -1 | -3 | 1 | -0.2
COC(=O)[C@H](Cc1ccccc1)NC(=O)Cn1cnc2c(NCc3ccccc3)ncnc21 | -5 | 4 | -9 | 3 | -7 | 2 | 13 | -2 | 9 | -1.6
